KCNK3 inh – human KCNK3 channel inhibition, primary screen; O14649; CHO-KCNK3 thallium flux, FluxOR fluorescence; hits give low values; B-score at 10 µM; 340,000 tested, 0.84% active;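 active means B-score under library mean minus 4 SD, starting fluorescence ratio at most library mean plus 5 SD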;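 further: more negative B-score means stronger inhibition of thallium flux through KCNK3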
RGS4 pot – potentiators or activators of RGS4; AID 463111; HEK293 M3R/inducible RGS4, carbachol calcium flux Fluo4; hits give low values; 310,000 tested, 0.92% active; B-score at 10 µM;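 active means B-score of the integrated calcium signal more than 4 SD below the library mean, with starting fluorescence not abnormally high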;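 further: negative B-score means reduced calcium response which marks RGS4 activation or potentiation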
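System: HEK293 FlpIn-TREx cells, stable M3R, doxycycline-inducible RGS4. Timing: overnight RGS4 induction, 30 min dye load 37 °C, 20 min compound RT. Also added: carbachol, ECmax concentration. Measured by: Fluo4 fluorescence kinetic imaging of calcium. Evaluation: integrated calcium ratio converted to B score.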
KCNK9 block – blocks the human KCNK9 two-pore domain potassium channel. HEK293 KCNK9, FluxOR thallium flux fluorescence; hits give low values. B-score at 10 µM. 310,000 tested, 1.2% active. Q9NPC2. AID 488922;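 active means ratio B-score over 3 SD below the library mean, with starting fluorescence within 5 SD of its mean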;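 further: negative B-score means less thallium flux so channel inhibition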
MrgX1 ag – agonists of human MrgX1 receptor. B-score at 10 µM. AID 588627. MrgX1-HEK293 cells, Fluo-4 calcium fluorescence, agonist mode; hits give high values. 310,000 tested, 0.44% active;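 active means calcium response B-score plate-corrected fluorescence ratio at least 3 library SD, with starting fluorescence B-score inside 5 SD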
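Material: MrgX1-expressing HEK293 cells / Dosing: compound as first of three additions / Incubation: overnight seeding, then 1 h dark dye loading / Signal: Fluo-4 NW calcium fluorescence / Evaluation: B-scored fluorescence response ratio / Benchmarks: positive and negative control wells on each plate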
KCNQ1 block – human KCNQ1 channel inhibition | 310,000 tested, 1.3% active | CHO-K1 KCNQ1, FluxOR thallium flux fluorescence; hits give high values | B-score at 10 µM | AID 2642;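 active means compounds whose thallium flux B-score, printed positive for inhibition, exceeds three library SD while starting fluorescence stays within three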;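 further: channel opened by potassium depolarization with thallium stimulus after 20 min compound exposure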
hERG rescue – compounds protecting human hERG from proarrhythmic drug block; Q12809; CHO-hERG, FluxOR thallium flux, dofetilide IC70 present; 310,000 tested, 0.51% active; activation (rescue from dofetilide block), less the hit threshold, % at 10 µM;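 active means activation above the mean of controls blocked by dofetilide plus 5 SD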;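 further: thallium influx through hERG after potassium depolarization seen as dye fluorescence rise; in these data hits start at about 4.7%; inactives centre near -7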
Target sequence (Q12809 whole entry, looked up): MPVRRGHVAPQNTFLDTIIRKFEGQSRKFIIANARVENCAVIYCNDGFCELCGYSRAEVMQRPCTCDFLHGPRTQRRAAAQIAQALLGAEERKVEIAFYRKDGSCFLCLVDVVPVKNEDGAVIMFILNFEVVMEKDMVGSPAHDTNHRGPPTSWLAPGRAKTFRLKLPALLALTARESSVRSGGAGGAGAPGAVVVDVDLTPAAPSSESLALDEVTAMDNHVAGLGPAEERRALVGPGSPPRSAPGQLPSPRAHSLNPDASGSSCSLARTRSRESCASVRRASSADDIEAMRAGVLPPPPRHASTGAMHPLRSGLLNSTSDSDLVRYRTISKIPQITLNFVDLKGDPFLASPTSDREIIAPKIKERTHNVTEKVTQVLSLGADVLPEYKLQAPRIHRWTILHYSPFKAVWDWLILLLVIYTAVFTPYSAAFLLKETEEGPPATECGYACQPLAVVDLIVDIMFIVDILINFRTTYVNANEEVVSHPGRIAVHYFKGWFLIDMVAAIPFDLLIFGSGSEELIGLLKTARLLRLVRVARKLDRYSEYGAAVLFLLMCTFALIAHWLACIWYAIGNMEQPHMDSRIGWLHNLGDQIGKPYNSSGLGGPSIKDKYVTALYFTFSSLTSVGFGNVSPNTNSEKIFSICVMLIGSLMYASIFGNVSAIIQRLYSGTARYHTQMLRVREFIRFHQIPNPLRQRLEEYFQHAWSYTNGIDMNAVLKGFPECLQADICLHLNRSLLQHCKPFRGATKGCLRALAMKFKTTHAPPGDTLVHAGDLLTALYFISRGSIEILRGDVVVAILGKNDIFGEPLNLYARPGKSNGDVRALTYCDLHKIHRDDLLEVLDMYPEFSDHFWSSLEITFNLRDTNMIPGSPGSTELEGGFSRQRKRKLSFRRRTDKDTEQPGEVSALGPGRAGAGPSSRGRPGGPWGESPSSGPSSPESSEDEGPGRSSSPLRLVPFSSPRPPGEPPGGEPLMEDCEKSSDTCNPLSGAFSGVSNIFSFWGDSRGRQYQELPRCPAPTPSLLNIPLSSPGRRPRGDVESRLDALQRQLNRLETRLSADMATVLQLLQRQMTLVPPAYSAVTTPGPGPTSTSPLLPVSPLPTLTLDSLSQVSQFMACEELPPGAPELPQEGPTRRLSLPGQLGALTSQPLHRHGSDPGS
KCNQ1 act – potentiators or activators of human KCNQ1 potassium channel; P51787; CHO-K1 KCNQ1, thallium flux FluxOR fluorescence; hits give high values; B-score at 10 µM; 310,000 tested, 0.35% active; AID 2648;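 active means fluorescence ratio B-score, a plate-corrected score, at least three library SD, with initial intensity B-score within 5 SD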
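Doses: Single concentration per compound, DMSO matched to controls | Test system: KCNQ1-transfected CHO-K1 cells | Timing: 90 min dye loading and 20 min compound exposure, both at room temperature | Measured by: Kinetic FluxOR thallium fluorescence, 10-s 1-Hz baseline, 110-s post-stimulus read | Medium: Assay buffer with matched DMSO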
RGS4 block – inhibitors of human RGS4; P49798; HEK293 M3R/RGS4 inducible, Fluo-4 calcium flux; hits give high values; triggered by carbachol at its EC20; B-score at 10 µM; 310,000 tested, 0.45% active; AID 463165;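 active means B-score, a plate-corrected calcium signal, over three deviations above library mean, with baseline fluorescence within five deviations of library mean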;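 further: RGS4 expression induced by doxycycline in cells with stable M3 receptor; B-score is computed from the integrated fluorescence ratio over baseline after carbachol; higher B-score means a larger calcium signal and so more RGS4 inhibition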
ANO1 activ – activators or potentiators of mouse TMEM16A chloride channel | HEK293 TMEM16A/YFP-H148Q/I152L, iodide quench fluorescence; hits give low values | 340,000 tested, 0.3% active | B-score at 10 µM | AID 623877;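 active means fluorescence-ratio B-score plate-corrected deviation score at least 3 library SD below zero, with starting fluorescence score within 5 deviations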;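 further: channel opened by trigger with iodide after compound preincubation; score built on the fluorescence ratio of max minus min over baseline; more negative score means more quench and so TMEM16A activation or potentiation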
TMEM16A inh – inhibitors of mouse TMEM16A calcium-activated chloride channel; Q8BHY3; 310,000 tested, 1.2% active; HEK293 TMEM16A/YFP iodide influx fluorescence, ionomycin; AID 588511; normalized B-score (activity score, 25-100; higher = stronger inhibition) at 10 µM;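 active means ratio plate-corrected score three or more library SD toward inhibition, starting fluorescence score within five deviations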;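 further: score derived from kinetic fluorescence span divided by baseline fluorescence per well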
MrgX1 PAM – human MrgX1 positive allosteric modulation, primary screen; Q96LB2; MrgX1-HEK293, Fluo-4 calcium flux, FDSS; hits give high values; B-score at 10 µM; 310,000 tested, 0.63% active; AID 588675;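 active means plate-corrected calcium response at least 3 library SD above typical, normal starting fluorescence, not activating the receptor alone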;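 further: compound read alongside a low EC10 to EC30 dose of BAM8-22 agonist; peak minus trough fluorescence over baseline measured at the second addition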
Numbers without * were called inactive; i = inactive; nt = no result given.

Each structure is followed by: RGS4 pot	KCNQ1 block	KCNK9 block	ANO1 activ	TMEM16A inh	KCNQ1 act	KCNK3 inh	MrgX1 ag	RGS4 block	MrgX1 PAM	hERG rescue
Cc1nc(C(C)N(C)Cc2nc(Cc3ccccc3F)no2)c(C)s1 (centres undefined)
    i	i	i	i	i	i	i	i	i	i	-14
CCN(CC(=O)Nc1c(F)cccc1F)C(=O)C1CC(=O)N(CCc2ccccc2)C1 (centres undefined)
    i	i	i	i	i	i	i	i	i	i	-10
COc1cc(CNC(C)(C)C)cc(Br)c1OCc1cccs1
    i	i	i	i	i	i	i	i	i	i	-5
COc1ccc(-c2nc3ccc(C(=O)NCCCN4CCOCC4)cc3nc2-c2ccc(OC)cc2)cc1
    i	i	i	i	i	i	i	i	i	i	-19
O=C(NCc1ccccn1)c1cccc(NS(=O)(=O)c2ccccc2)c1
    i	i	i	i	i	i	i	i	i	i	-4
CCN(c1ccc(C)cc1)S(=O)(=O)c1nnc(NC(=O)c2ccco2)s1
    i	i	i	i	i	i	i	i	i	i	-6
COc1cccc(CNc2ccc(C)c(Cl)c2)c1
    i	i	i	i	i	i	i	i	i	i	-4
C=CCn1c(C)cc(-c2csc(NCC)n2)c1C
    i	6*	i	-5.4*	i	i	i	i	i	i	-12
COCc1ccc(C(=O)N2CCCC(C(=O)c3ccc(SC)cc3)C2)o1 (centres undefined)
    i	i	i	i	i	i	i	i	i	i	-11
COC(=O)c1ccc(CSc2nncn2C)cc1
    i	i	i	i	i	i	i	i	i	i	-6
Cc1cc(OCC(=O)N(C)c2c(N)n(Cc3ccccc3)c(=O)[nH]c2=O)c(C(C)C)cc1Cl
    i	i	i	i	i	i	i	i	i	i	-9
O=C(Cn1ncc2c([nH]c3ccccc32)c1=O)N1CCCCC1
    i	i	i	i	i	i	i	i	i	i	-4
CCOC(=O)Cc1csc(NC(=O)c2ccc([N+](=O)[O-])cc2[N+](=O)[O-])n1
    i	i	i	i	i	i	i	i	i	i	-8
COc1cccc(C(=O)NCCNC(=O)c2cnccn2)c1
    i	i	i	i	i	i	i	i	i	i	-4
COc1ccc(N2CCN(CC(=O)NC(C)c3ccccc3)CC2)cc1 (centres undefined)
    i	i	i	i	i	i	i	i	i	i	1
Cc1cc(C)c(S(=O)(=O)n2c([N+](=O)[O-])cnc2C)cc1C
    i	i	i	i	i	i	i	i	i	i	-4
CCOc1ccc(NC(=O)c2ccc(OC)cc2)cc1
    i	i	i	i	i	i	i	i	i	i	-10
COC(=O)c1ccc(NC(=O)CCN2CCN(c3ccccc3)CC2)cc1
    i	i	i	i	i	i	i	i	i	i	-3
CC1=C(C(=O)OC2CCCCC2)C(c2ccccc2)NC(=O)N1 (centres undefined)
    i	i	i	i	i	i	i	i	i	i	-13
CCOC(=O)c1c(NC(=O)C2c3ccccc3Oc3ccccc32)sc(C(=O)N(CC)CC)c1C
    i	i	i	i	i	i	i	i	i	i	-11
CCNC(=O)COC(=O)c1csc2c1CCCC2
    i	i	i	i	i	i	i	i	i	i	-2
Nc1nc(SCC(=O)c2ccc(F)cc2)n[nH]1
    i	i	i	i	i	i	i	i	i	i	-4
C=CCSc1nnc(NC(=O)CSc2nc(CCC)cc(=O)[nH]2)s1
    i	i	i	i	i	i	i	i	i	i	-3
C/C(CC(=O)NC(C)(C)C)=N\NC(N)=S
    i	i	i	i	i	i	i	i	i	i	-9
Cc1nn(-c2ccccc2Cl)c2sc(C(=O)Nc3nnc(C4CC4)s3)cc12
    i	i	i	i	i	i	i	i	i	i	-2
CC(=O)c1ccc(N2CCN(c3ncccn3)CC2)cc1
    i	i	i	i	i	i	i	i	i	i	-1
COC(=O)C(C)N(C(=O)c1ccc(Cl)cc1)c1c(C)cccc1C (centres undefined)
    i	i	i	i	i	i	i	i	i	i	-11
CC(C)(C)CC(=O)Nc1nnc(SCC(=O)Nc2ccccc2F)s1
    i	i	i	i	i	i	i	i	i	i	-20
O=C(c1cnccn1)N1CCCC(N2CCN(c3cccc(Cl)c3)CC2)C1 (centres undefined)
    i	i	i	i	i	i	i	i	i	i	-7
COCCCNC(=O)c1ccc(CNS(=O)(=O)c2ccc(NC(C)=O)cc2)cc1
    nt	nt	nt	i	i	nt	i	i	nt	i	nt
COCCn1c(=O)c2c(nc3n2CCCN3CCc2ccccc2)n(C)c1=O
    i	i	i	i	i	i	i	i	i	i	-3
COc1cc2c(C(=O)N(C)c3cc(Cl)ccc3OC)cn(C)c(=O)c2cc1OC
    i	i	i	i	i	i	i	i	i	i	-7
c1ccc(-c2onc3cc4c(cc23)OCCO4)cc1
    i	i	i	i	i	i	i	i	i	i	-5
O=C(CCCN1C(=O)/C(=C\c2cccs2)SC1=S)Nc1ccccn1
    i	i	i	i	i	i	i	i	i	i	-1
CCOC(=O)COc1c(OC)cc(Cl)cc1C1Nc2ccccc2C(=O)N1c1ccccc1 (centres undefined)
    i	i	-11*	i	i	i	-11*	i	i	i	-6
COC(=O)c1ccccc1N(Cc1ccccc1)S(C)(=O)=O
    i	i	i	i	i	i	i	i	i	i	-8
O=C(Nc1ccccc1)c1cn2ccccc2n1
    i	i	i	i	i	i	i	i	i	i	-16
Cc1ccc(C)c(NC(=S)NC(NC(=O)OCc2ccccc2)C(Cl)(Cl)Cl)c1 (centres undefined)
    i	i	i	i	i	i	i	i	i	i	-5
O=C(NCCN1CCOCC1)c1ccc2c(c1)N(Cc1ccc(Cl)cc1)C(=O)CS2
    -7.3*	i	i	i	i	i	i	i	i	i	-5
Cc1c(C(=O)N2CCCCCC2)c(S(=O)(=O)Nc2cccc(F)c2)c(C)n1C
    i	i	i	i	i	i	i	i	i	i	-7
CC(=O)Oc1ccc(C(=O)Nc2cccc3c2CCCC3)cc1
    i	i	i	i	i	i	i	i	i	i	-6
CCOc1c(Br)cc(/C=C(\C#N)C(=O)NC2CC2)cc1OC
    i	i	i	i	i	i	i	i	i	i	-12
C/C(=N\NC(N)=S)c1ccc2c(c1)OCCO2
    i	i	i	i	i	i	i	i	i	i	-1
CCCC1=C(C(=O)OCC)C(c2cccnc2)n2nc(C)nc2N1 (centres undefined)
    i	i	i	i	i	i	i	i	i	i	-10
COc1cccc(/C=N/Nc2nc(N3CCCC3)nc(N3CCCC3)n2)c1O
    -7.7*	i	i	i	i	i	i	i	i	i	-13
NS(=O)(=O)c1ccc(CNC(=O)C2CCCCC2)cc1
    i	i	i	i	i	i	i	i	i	i	-7
O=C(CSc1nc(=O)n(CCN2CCOCC2)c2c1CCCC2)Nc1ccc([N+](=O)[O-])cc1
    i	i	i	i	i	i	i	i	i	i	-15
Nc1c(S(=O)(=O)c2cccs2)c2nc3ccccc3nc2n1Cc1ccc2c(c1)OCO2
    i	i	-12*	i	i	i	i	i	6.9*	i	-3
CNc1nc(Nc2ccc(C)c(Cl)c2)c2cnn(C)c2n1
    i	i	i	i	i	i	i	i	i	i	-7
Cc1ccc(S(=O)(=O)N2CCCNCC2)cc1
    i	i	i	i	i	i	i	i	i	i	-13
Cc1ccc(/C=N/n2c(C3CCCCC3)n[nH]c2=S)o1
    i	i	i	i	i	i	i	i	i	i	-10
C[C@@H]1CCC(=O)N(CC[C@H](Sc2ccccc2)c2ccccc2)CC1
    i	i	i	i	i	i	i	i	i	i	-11
CC1=C(C)[N+](=O)C2CCCCC2N1[O-] (centres undefined)
    i	i	i	i	i	i	i	i	i	i	-10
CCC/C(=N/NC(=O)c1ccc2c(c1)OCO2)c1cccs1
    i	i	i	i	i	i	i	i	i	i	-7
O=C(OCC(=O)N1CCOCC1)c1ccc(Br)cc1
    i	i	i	i	i	i	i	i	i	i	-10
O=C(Nc1ccc(NC(=O)c2sc3ccccc3c2Cl)cc1)c1ccco1
    i	i	i	i	i	i	i	i	i	i	-6
COc1cc(C)ccc1OCc1cc(C(=O)NCCN2CCOCC2)no1
    i	i	i	i	i	i	i	i	i	i	-13
C[C@@H]1C[C@H]2[C@@H]3CCC4=CC(=O)C=C[C@]4(C)[C@@]3(F)[C@@H](O)C[C@]2(C)[C@H]1C(=O)CO
    i	i	i	i	i	i	i	i	i	i	-4
CCCNC(=O)c1ccc(Cl)cc1Cl
    i	i	i	i	i	i	i	i	i	i	-2
CCN(Cc1ccncc1)C(=S)NCc1ccccc1
    i	i	i	i	i	i	i	i	i	i	-7

Later entries
Each structure is followed by: RGS4 pot	KCNQ1 block	KCNK9 block	ANO1 activ	TMEM16A inh	KCNQ1 act	KCNK3 inh	MrgX1 ag	RGS4 block	MrgX1 PAM	hERG rescue
Cc1nnc(SCc2ccc(Cl)cc2)nc1/C=C/N(C)C
    i	i	i	i	i	i	i	i	i	i	-12
COc1ccccc1-n1ccn(CC(=O)Nc2ccc(C)cc2Cl)c(=O)c1=O
    i	i	i	i	i	i	i	i	i	i	-5
Cc1cccc2c1N(C)C(=O)C2=O
    i	i	i	i	i	i	i	i	i	i	-4
S=C(Nc1cccc(Cl)c1)Nc1ccc2cn[nH]c2c1
    i	i	i	i	i	i	i	i	i	i	-10
CCCCNC(=O)Nc1nnc(C(C)(C)C)s1
    i	i	i	i	i	i	i	i	i	i	-8
O=C(Nc1ccc(Cl)c(Cl)c1)Oc1ccc(NC(=O)c2ccco2)cc1
    i	i	i	i	i	i	i	i	i	i	-3
COc1ccccc1NC(=O)CSc1nnc(NC(=O)C2CCC2)s1
    i	i	i	i	i	i	i	i	i	i	-7
O=C(Nc1ccc(F)cc1F)C1CCCN1S(=O)(=O)c1ccc(-c2ccc(=O)[nH]n2)s1 (centres undefined)
    i	i	i	i	i	i	i	i	i	i	-7
CCOC(=O)N1CCN(C(=O)CCN2C(=O)/C(=C\c3ccccc3OC)SC2=S)CC1
    i	i	i	i	i	i	i	i	i	i	-10
Clc1ccc(CNc2ccc3nnc(-c4ccccc4)n3n2)cc1
    i	i	i	i	i	i	i	i	i	i	-7
CCOc1ccccc1N1CCN(CC(O)COC2CCCc3ccccc32)CC1 (centres undefined)
    i	i	i	i	i	i	i	i	i	i	-16

Assay outcomes as filed in PubChem.
